# Screening results deposited in PubChem by National Center for Advancing Translational Sciences (NCATS).
# TDP1 cell noCPT: qHTS for Inhibitors of human tyrosyl-DNA phosphodiesterase 1 (TDP1): qHTS in cells in absence of CPT. DT40 Tdp1-/- hTDP1 cells, no CPT, ATP luminescence, 48 h. Potency, µM (highest dose often 46.2 µM), inactives show at the top dose activity change, negative = growth inhibition, actives largely listed as inhibitors. hit rate 15% among 420,000; further: nearly all actives have a fitted effect of over 55% in size
#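 A cellular qHTS used chicken DT40 cells lacking endogenous Tdp1 but carrying stably transfected human TDP1. Compounds were applied without camptothecin, and cell growth kinetics were judged by ATP-dependent luminescence after ≥48 hr.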
# TDP1 inh: inhibitors of human tyrosyl-DNA phosphodiesterase TDP1. Q9NUW8. recombinant TDP1, AlphaScreen DNA substrate cleavage. Potency, µM (series often up to 130 µM), inactives show at the highest dose activity change, negative = inhibition, most hits filed as inhibitors. hit rate 0.28% among 350,000. AID 485290; further: nearly all actives have a fitted effect of over 40% in size
#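 Tdp1 1 nM final; 15 min RT w/ cpd; substrate 15 nM, 5 min; beads 10 ug/ml, 10 min; AlphaScreen read. Neg ctrl: no enzyme.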
# GCN5L2 inh: inhibitors of human GCN5L2 histone acetyltransferase. Q92830. GCN5L2 HAT assay, ThioGlo1 CoA-SH fluorescence. Potency, µM (series often up to 58.9 µM), for the others: at the top dose activity change, negative = inhibition, most hits filed as inhibitors. hit rate 0.21% among 390,000. AID 504327
# Target sequence (Q92830 whole entry, looked up): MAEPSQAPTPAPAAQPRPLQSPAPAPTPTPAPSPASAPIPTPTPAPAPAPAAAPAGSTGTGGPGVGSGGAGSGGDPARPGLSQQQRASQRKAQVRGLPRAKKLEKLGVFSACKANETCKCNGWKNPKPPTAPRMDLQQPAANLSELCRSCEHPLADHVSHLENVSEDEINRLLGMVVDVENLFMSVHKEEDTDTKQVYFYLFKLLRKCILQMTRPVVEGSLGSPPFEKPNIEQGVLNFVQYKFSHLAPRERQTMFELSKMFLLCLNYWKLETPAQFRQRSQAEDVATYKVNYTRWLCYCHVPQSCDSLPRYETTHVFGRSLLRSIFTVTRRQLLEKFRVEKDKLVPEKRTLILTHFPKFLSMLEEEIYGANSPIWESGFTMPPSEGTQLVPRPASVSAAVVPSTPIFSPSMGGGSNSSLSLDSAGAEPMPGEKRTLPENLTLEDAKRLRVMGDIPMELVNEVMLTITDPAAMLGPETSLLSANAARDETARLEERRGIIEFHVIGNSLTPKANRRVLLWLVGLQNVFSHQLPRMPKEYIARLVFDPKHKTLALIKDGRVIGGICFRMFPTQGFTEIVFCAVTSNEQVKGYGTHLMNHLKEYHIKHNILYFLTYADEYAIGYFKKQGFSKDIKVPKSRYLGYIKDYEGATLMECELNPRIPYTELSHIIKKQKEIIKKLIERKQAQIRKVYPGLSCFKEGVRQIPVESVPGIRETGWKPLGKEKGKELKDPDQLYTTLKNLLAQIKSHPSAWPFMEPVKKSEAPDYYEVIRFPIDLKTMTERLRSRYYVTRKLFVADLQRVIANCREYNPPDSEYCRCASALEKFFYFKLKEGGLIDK
#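 Titration-based screen in which CoA formation is detected via maleimide probe ThioGlo1 (50uM) turning fluorescent on thiol reaction; substrates H3(1-25) 75uM and acetyl-CoA 70uM, GCN5L2 20nM, 20 min incubation at room temperature.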
# Numbers without * were called inactive; ? = inconclusive; . = not tested or not shown; & = joins results of further samples; [ ] = another dose, or the depositor's remark. The call rests on the fitted dose curve; in most records, active means well fitted curve in the direction sought with a large enough effect; inconclusive means small, poorly fitted or top-dose-only effect, or another doubt; inactive means no such curve, though single readings can be large; an effect the other way counts as inactive or inconclusive. On the % scale 0 is the no-effect control and ±100 the full control effect; potency means the concentration at half of the fitted maximal effect. This is a subset; the hit share may differ from the screen's.
SMILES,TDP1 cell noCPT,TDP1 inh,GCN5L2 inh
O=C(NC1CCCCC1)c1ccc(CSc2nc3cccnc3n2Cc2ccc(F)cc2)cc1,13µM*,2%,-3%
COc1ccc(-c2nnc(SC)o2)c(OC)c1,-10%,-3%,-9%
Cc1cc2c3c([nH]c2cc1S(=O)(=O)NCCCOC(C)C)CC(C)(C)CC3=O,?,.,-1%
CC1(C)CC(=O)C2=C(C1)Oc1ncn3nc(-c4cccnc4)nc3c1C2c1ccccc1 (centres undefined),-10%,2%,-2%
Cc1ccc(CSc2nc3ccc(NC(=O)COc4ccccc4)cc3s2)cc1,?,8%,-8%
O=C(CSc1nnc2scc(-c3ccccc3)n12)NCc1ccco1,1%,6%,0%
CC(C)CNc1cc(=O)n(C)c(=O)n1C,8%,0%,2%
Cc1ccccc1-n1c(N)c(C(=O)Nc2ccc(F)cc2)sc1=S,?,-5%,1%
COc1ccccc1NC(=O)Cn1c(CN2CCCCC2)nc2ccccc2c1=O,?,0%,-12%
CCc1nn(-c2ccccc2)c2c1-c1cc(OC)c(OC)cc1C1(N2)C(=O)Nc2ccccc21 (centres undefined),?,2%,0%
O=C(OCC(=O)N1CCN(c2ccccc2)CC1)C1=COCCO1,-16%,3%,2%
CC(=O)NCCn1c(SCc2cc(F)ccc2F)nc2ccccc2c1=O,?,-3%,-1%
COc1ccc2[nH]c(C(=O)O)c(NC(=O)c3cc(OC)c(OC)c(OC)c3)c2c1,20%,.,-17%
COc1ccccc1CNC(=O)c1ccc(CSc2nc3ccncc3n2Cc2ccccc2C)cc1,?,8%,-4%
O=C(c1ccccc1)c1ccc2c(c1)OCCCO2,-13%,-1%,-25%
CN(C)c1ccc(NC(=O)CN2CCN(S(=O)(=O)c3cc(Cl)ccc3Cl)CC2)cc1,?,11%,?
CCCn1c(=O)c(C(=O)NCC2CCCO2)c(O)c2ccccc21 (centres undefined),-28%,6%,-7%
CCC(=O)c1cn(CC(=O)Nc2cc(C)ccc2C)c2ccccc12,-6%,.,?
COc1ccc(CC(NC(C)=O)C(=O)NC2CCN(S(=O)(=O)c3ccc(NC(C)=O)cc3)CC2)c(OC)c1 (centres undefined),-5%,4%,-5%
Cc1noc(C)c1C(=O)Nc1nc(-c2ccc(F)cc2)cs1,-16%,2%,-1%
COc1ccc(OCc2cc(C(=O)NCc3nc(C)cs3)no2)c(Cl)c1,?,4%,-17%
Cc1ccc(N=Cc2c(O)n(-c3ccc4c(c3)OCO4)c(=O)c3ccccc23)cc1,?,0%,1%
COC(=O)c1c(SCC(=O)Nc2ccc(C)cc2)nc(=O)[nH]c1C,8%,0%,-11%
O=C1CC(c2ccccc2Cl)=NN(c2ncnc3ccccc23)C1=O,-25%,6%,-20%
Cc1ccc(N)c(C(O)(C(F)(F)F)C(F)(F)F)c1,-11%,-3%,-3%
CCCNC(=O)c1c(N)n(-c2cccc(OC)c2)c2nc3ccccc3nc12,?,-10%,?
N#Cc1nc(COc2ccccc2Cl)oc1NCCc1ccccc1,16µM*,4%,-14%
CCSc1nc2c(cnn2-c2ccc(C)c(C)c2)c(=O)[nH]1,-6%,-3%,-1%
Cc1cc(-c2nnc(SCC(=O)Nc3ccccc3C(F)(F)F)o2)c(C)n1-c1ccccc1,?,5%,-7%
CC(C)N(CCO)Cc1nc(C(c2ccccc2)c2ccccc2)no1,?,4%,-5%
CCn1c(C)nc2cc(C(=O)NN=Cc3ccc([N+](=O)[O-])cc3)ccc21,8%,45µM*,2%
Cc1ncc(CO)c2c1Oc1nc(-c3ccccc3)nc(SCC(=O)Nc3cccc(O)c3)c1C2,26µM*,1%,-18%
COc1cc(NC(=O)COC(=O)c2ccccc2F)cc(OC)c1,-19%,2%,-2%
CCn1c(=O)c(C(=O)NCCc2ccc(Cl)cc2)c(O)c2ccccc21,?,0%,-12%
Cc1ccccc1OCC(O)CN1CCN(c2ccc(Cl)cc2)CC1 (centres undefined),?,.,-9%
COc1ccccc1-n1c(SCC(=O)Nc2ccc(C)cc2)nc(O)cc1=O,?,-4%,-6%&-1%
CC1CCCN(CCCNC(=O)CN2C(=O)COc3ccccc32)C1 (centres undefined),33%[activator],-1%,-9%
COc1ccc(OCC(=O)Nc2cccc(C(=O)OCc3cc(=O)n4nc(C)sc4n3)c2)cc1,?,.,2%
CCSc1nnc(NC(=O)C2CC(=O)N(Cc3ccccc3)C2)s1 (centres undefined),3%,-1%,-2%
O=C(CCC(=O)N1CCN(c2ccc(F)cc2)CC1)c1ccc(F)cc1,?,3%,0%
Cc1ccc(NC(=S)N(CCN2CCCCC2)Cc2ccco2)cc1Cl,?,8%,2%
Cc1cc2nn(-c3ccc(Cl)cc3)nc2cc1N,-17%,.,-28%
Cc1ccc(N2C(=O)C(CC(=O)Nc3cccc(F)c3)N(CCc3ccncc3)C2=O)cc1 (centres undefined),-19%,0%,-1%
Cc1ccccc1NS(=O)(=O)c1ccc2c(c1)oc(=O)n2C,?,.,-6%
COc1ccc([C@H]2CC(=O)C=C(c3ccccc3-c3ccccc3)C2)cc1,23µM*,1%,-5%
COc1ccc(C(=O)c2sc3nc(-c4ccc(C)cc4)cc(C(F)(F)F)c3c2N)cc1,-20%,-1%,-1%
O=C1C(=O)N(Cc2ccc(Cl)c(Cl)c2)c2ccccc21,1.9µM*,.,-13%
CCOc1cccc(OCCCOc2cccc3cccnc23)c1,?,4%,-4%
COc1ccccc1-c1sc2ccccc2c1C#CC1(O)CCCCC1,?,-3%,-8%
COc1cccc(-c2nn(C)c3sc(C(=O)NCCc4ccc(Cl)cc4)cc23)c1,?,0%,-4%
COCCCNC(=O)Cn1nnc(-c2ccc(NC(=O)c3ccccc3OC)cc2)n1,-14%,2%,2%
CN(c1cnn(-c2ccccc2)c(=O)c1Cl)n1cccc1,-23%,7%,2%
CCC1CN(C(=O)N2CCC(C(=O)NCc3cccs3)CC2)c2ccccc2O1 (centres undefined),21µM*,-3%,-3%
CC(C)(C)c1ccc(CN2N=C(/C=C/c3ccccc3)CCC2=O)cc1,2%,-4%,-11%
COc1cc(SC)ccc1C(=O)NCCOc1ccc(F)cc1,16µM*,2%,1%
COc1ccc(CN(C)C(=O)Cn2cnc(C(=O)Nc3ccc(C)c(C)c3)n2)cc1OC,?,1%[56.1 µM],2%
Cc1nc(Cl)sc1C(=O)Nc1ccccc1Cl,?,0%,-11%
COc1ccc(NC(=O)COC(=O)C2CCN(S(=O)(=O)c3cccs3)CC2)cc1,0%,5%,-4%
C/C(=C\c1ccccc1)C(=O)Nc1nc2ccc([N+](=O)[O-])cc2s1,-25%,3%,-3%
CC(C)(C)C(=O)Nc1ccc(-c2nnc3n2CCCCC3)cc1,4%,-5%,?

# Next part
SMILES,TDP1 cell noCPT,TDP1 inh,GCN5L2 inh
Cc1ccc(N=Nc2ccc(C)cc2NC(=O)Nc2ccccc2F)cc1,21µM*,8%,-8%
COc1ccc(C(=O)Nc2ccc3oc(-c4cccc(Cl)c4)cc(=O)c3c2O)cc1,?,.,-3%
Nc1ccc(Oc2ccc3nc(-c4ccccc4)c(-c4ccccc4)nc3c2)cc1,21µM*,7%,-8%
C=CCC[C@@H](Cc1ccc(F)cc1)C(=O)OC[C@H](Cc1c[nH]c2ccccc12)NC(=O)[C@@H](CC=C)CC(=O)NCCO,?,6%,-2%
COc1ccccc1C(CC(=O)Nc1ccc(Cl)cc1)c1ccc(OC(C)C)cc1 (centres undefined),?,2%,-10%
Cc1nn(-c2ccccc2)c(C)c1/C=N/NC(=O)c1cnccn1,-22%,-2%,-16%
COc1ccccc1/C=C/C=N/NC(=O)c1ccc(=O)n(C)c1,-12%,5%,-2%
CCC(=O)N1c2ccccc2CC1C(=O)N1CCN(c2cccc(Cl)c2)CC1 (centres undefined),-27%,9%,6%
O=C(NNC(=S)Nc1ccc(Br)cc1Cl)c1ccncc1,-13%,3%,33%[activator]
Cc1ccc(NC(=O)c2cccnc2)cc1S(=O)(=O)N(C)C,4%,-2%,2%
CCOC(=O)CCNC(=O)N1CCCC(C(=O)c2ccc3c(c2)OCO3)C1 (centres undefined),10%,.,-6%
CCOC(=O)C(CC(=O)O)N1CCCCC1 (centres undefined),0%,0%,-4%
Cc1ccccc1NC(=S)N(Cc1ccccc1)Cc1cccs1,2%,-1%,-10%
COc1ccc(CCNC(=O)c2ccccc2N(C)S(=O)(=O)c2ccccc2)cc1,-20%,3%,-3%
COc1ccc(OC)c(-c2csc(N(CC3CCCO3)C(=O)C3CCCCC3)n2)c1 (centres undefined),18µM*,-1%,-8%
C=CCC1(CC=C)CCCN1C(=O)CC1C(=O)NCCN1Cc1ccc(OC)c(OC)c1 (centres undefined),-15%,-3%,0%
CNS(=O)(=O)c1cc(NC(=O)c2cncn2-c2ccccc2)ccc1C,-4%,.,-2%
CCCn1c(SCC(=O)N2N=C3/C(=C/c4ccc(OC)cc4)CCCC3C2c2ccc(OC)cc2)n[nH]c1=O (centres undefined),?,6%,-10%
CCN(CC)CCCNC(=S)N1CCC(c2nc3ccccc3[nH]2)CC1,11%,.,-12%
COc1ccc(CCC(=O)OCC(=O)N(CC(C)C)c2c(N)n(Cc3ccccc3)c(=O)[nH]c2=O)cc1,1%,-10%,-9%

# As a short view, 15 of the compounds above.
SMILES,TDP1 cell noCPT,TDP1 inh,GCN5L2 inh
C=CCC[C@@H](Cc1ccc(F)cc1)C(=O)OC[C@H](Cc1c[nH]c2ccccc12)NC(=O)[C@@H](CC=C)CC(=O)NCCO,?,6%,-2%
COc1ccccc1C(CC(=O)Nc1ccc(Cl)cc1)c1ccc(OC(C)C)cc1 (centres undefined),?,2%,-10%
Cc1nn(-c2ccccc2)c(C)c1/C=N/NC(=O)c1cnccn1,-22%,-2%,-16%
COc1ccccc1/C=C/C=N/NC(=O)c1ccc(=O)n(C)c1,-12%,5%,-2%
CCC(=O)N1c2ccccc2CC1C(=O)N1CCN(c2cccc(Cl)c2)CC1 (centres undefined),-27%,9%,6%
O=C(NNC(=S)Nc1ccc(Br)cc1Cl)c1ccncc1,-13%,3%,33%[activator]
Cc1ccc(NC(=O)c2cccnc2)cc1S(=O)(=O)N(C)C,4%,-2%,2%
CCOC(=O)CCNC(=O)N1CCCC(C(=O)c2ccc3c(c2)OCO3)C1 (centres undefined),10%,.,-6%
CCOC(=O)C(CC(=O)O)N1CCCCC1 (centres undefined),0%,0%,-4%
Cc1ccccc1NC(=S)N(Cc1ccccc1)Cc1cccs1,2%,-1%,-10%
COc1ccc(CCNC(=O)c2ccccc2N(C)S(=O)(=O)c2ccccc2)cc1,-20%,3%,-3%
COc1ccc(OC)c(-c2csc(N(CC3CCCO3)C(=O)C3CCCCC3)n2)c1 (centres undefined),18µM*,-1%,-8%
C=CCC1(CC=C)CCCN1C(=O)CC1C(=O)NCCN1Cc1ccc(OC)c(OC)c1 (centres undefined),-15%,-3%,0%
CNS(=O)(=O)c1cc(NC(=O)c2cncn2-c2ccccc2)ccc1C,-4%,.,-2%
CCCn1c(SCC(=O)N2N=C3/C(=C/c4ccc(OC)cc4)CCCC3C2c2ccc(OC)cc2)n[nH]c1=O (centres undefined),?,6%,-10%

# (cont.)
SMILES,TDP1 cell noCPT,TDP1 inh,GCN5L2 inh
CC(NC(=O)c1ccc(NC(=O)c2ccco2)cc1)c1ccccc1 (centres undefined),-14%,0%[56.1 µM],-3%
O=C(Nc1cc(-c2nc3ncccc3o2)ccc1Cl)c1ccc2c(c1)OCO2,?,-2%,-14%
Cn1c(=O)c(C(=O)COC(=O)c2cc(C3CC3)nc3ccccc23)c(N)n(Cc2ccccc2)c1=O,16µM*,11%&4%,-9%
CC1(C)CC(=O)C=C(c2ccc(F)cc2OCc2ccccc2)C1,?,-13%,-13%
COc1cccc(C2CC(c3c(Cl)cccc3Cl)n3nc(N)nc3N2)c1 (centres undefined),-4%,7%,-12%
CCOC(=O)C1CCCN(CC(O)COc2ccc(OC)cc2C(C)(C)C)C1 (centres undefined),?,2%,-2%
CSCCC(NS(=O)(=O)c1ccc2c(c1)oc(=O)n2C)C(=O)NCc1ccccc1 (centres undefined),-4%&-6%,1%,27%&1%
COc1cc(/C=N/NC(=O)Cn2cnc3c2c(=O)n(C)c(=O)n3C)cc(OC)c1OC,-3%,1%,0%
Cc1cc2nc(/C(C#N)=C/c3ccncc3)[nH]c2cc1C,16µM*,0%,-9%
CCOC(=O)CSc1cc(-c2ccccc2)nc2ncnn12,?,.,-4%
Cc1cc(C)n(-c2ccc(C(=O)Nc3ccc(C)c(S(=O)(=O)N4CCOCC4)c3)cc2)n1,16µM*,0%,-11%
O=C(c1ccco1)N1CCN(C(=O)c2ccc(-c3cccc(C(F)(F)F)c3)o2)CC1,21µM*,.,-2%
Cc1cccc(CCN(C(=O)Cc2cccs2)C(C(=O)NC2CCCCC2)c2cccnc2)c1 (centres undefined),?,-7%,-5%
Cn1c(C(=O)N2CCN(c3ccccn3)CC2)cc2ccccc21,?,4%,-22%
